Screening results (PubChem BioAssay)
ST2 inh = inhibitors of human ST2 (IL1RL1) binding to IL-33. Q01638. AlphaLISA ST2-Fc/biotin-IL-33 interaction, 1 h. inhibition, % for hits at 17 µM. 78,000 compounds, 2.3% hits. AID 1259354; in the data active means inhibition above about 30%; inconclusive means mostly about 10% to 28%
Target sequence (Q01638 whole entry, looked up): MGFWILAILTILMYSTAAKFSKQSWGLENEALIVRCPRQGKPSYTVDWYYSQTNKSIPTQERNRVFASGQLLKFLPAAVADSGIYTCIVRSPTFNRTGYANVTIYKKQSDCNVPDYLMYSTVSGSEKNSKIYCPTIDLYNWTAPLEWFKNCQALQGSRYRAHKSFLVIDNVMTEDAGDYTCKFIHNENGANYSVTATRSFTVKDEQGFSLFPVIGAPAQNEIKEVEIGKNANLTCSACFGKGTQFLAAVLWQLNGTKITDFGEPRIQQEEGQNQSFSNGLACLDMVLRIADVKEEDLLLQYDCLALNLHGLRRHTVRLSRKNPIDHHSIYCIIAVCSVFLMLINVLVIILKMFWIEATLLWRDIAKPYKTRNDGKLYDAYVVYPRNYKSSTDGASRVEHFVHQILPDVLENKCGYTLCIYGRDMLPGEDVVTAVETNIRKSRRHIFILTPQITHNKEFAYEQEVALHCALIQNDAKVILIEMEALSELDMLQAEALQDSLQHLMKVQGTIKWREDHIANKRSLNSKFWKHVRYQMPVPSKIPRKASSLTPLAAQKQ
Active calls of the source: *; i = inactive; u = inconclusive. The list is partial, so the mix of outcomes need not match the whole.

compound	ST2 inh
Cc1cccc(CN2CCN(c3ccc([N+](=O)[O-])cc3)CC2)c1	42%*
COc1ccc(N2CCN(Cc3cccc(Cl)c3Cl)CC2)cc1	32%*
Cn1nc(-c2ccc3ccccc3c2)cc1[C@H]1CN2CC[C@H]1C[C@@H]2CNS(=O)(=O)c1cccs1	u
COc1ccc(CNC(=O)/C=C/c2ccc3[nH]cc(CCN(C)C)c3c2)cc1	i
CSc1ccc(-c2ccc3n(c2=O)C[C@H]2C[C@@H]3CN(C(=O)c3cccs3)C2)cc1	i
O=C1NCCN2CCN(C3CCSCC3)CC12 (stereo unspecified)	i
COc1ccc(CCNCc2ccc3c(c2)OCO3)cc1OC	i
NC(=O)CI	i
O=C1C2CCCN2C(c2cccnc2)N1c1ccc(Cl)c(Cl)c1 (stereo unspecified)	u
CN(CCc1ccccn1)C[C@H]1CN2CC[C@H]1C[C@@H]2CNS(=O)(=O)c1ccc(Cl)cc1	i
c1ccc(CCNC2CCCCCCC2)nc1	i
O=C(c1ccccc1)c1cc(Cl)ccc1NC(=O)c1cnc2n(c1=O)CCS2	u
O=C(OC1CCN(CCCl)CC1)C(c1ccccc1)c1ccccc1	i
Fc1cnccc1-c1cccc2c1CCNC2	i
O=C(c1cccs1)N1C[C@@H]2C[C@H](C1)c1c(-c3cc4ccccc4s3)ccc(=O)n1C2	i
CN1CCC(N2C[C@@H]3C[C@H](C2)c2c(NC(=O)c4ccccn4)ccc(=O)n2C3)CC1	i
Cc1c(Cl)c([N+](=O)[O-])nn1CC(=O)Nc1ccc(Cl)cc1C(=O)c1ccccc1	u
O=S(=O)(NC[C@H]1C[C@@H]2CCN1C[C@@H]2CN1CCN(c2ccccn2)CC1)c1ccccc1	i
COCCN1CCCC2(CCNC2)C1 (stereo unspecified)	u
CC(C)c1ccc(CN2CCN(c3ccccc3)CC2)cc1	i
Cn1nc(-c2ccc3ccccc3c2)cc1[C@H]1CN2CC[C@H]1C[C@@H]2CNC(=S)Nc1cccc(C#N)c1	i
O=C(CNS(=O)(=O)c1cccs1)N1CC2CC(C1)c1cccc(=O)n1C2 (stereo unspecified)	i
Cc1ccc(S(=O)(=O)NC[C@H]2C[C@@H]3CCN2C[C@@H]3CN2CCN(c3ccccn3)CC2)cc1	i
CN1[C@H]2CC[C@@H]1CN(C(=O)NC1CCCC1)CC2	i
O=C(c1cc2cc3ccc(Cl)cc3nc2o1)N1CCC2(CC1)OCCO2	i
O=C(NC[C@H]1C[C@@H]2CCN1C[C@@H]2CN1CCSCC1)c1ccccc1	i
Cc1nc2sccn2c1C(=O)N1C[C@@H]2C[C@H](C1)c1cccc(=O)n1C2	i
CC[C@H]1CN2CC[C@H]1C[C@@H]2CNS(=O)(=O)c1ccc(Cl)cc1	i
Clc1ccc(N2CC3CCC(C2)N3)nn1	i
Cc1cc(=O)n(-c2ccccc2)n1-c1ccccc1	u
COc1ccc2c(c1)[C@@]13CCCC[C@H]1[C@@H](C2)NCC3	i
Cn1nc(C2CCCCC2)cc1[C@H]1CN2CC[C@H]1C[C@@H]2COC(=O)Nc1ccccc1	i
CC(C)C(=O)O[C@H]1[C@@H]2[C@H](C)C(=O)O[C@@H]2C[C@@H](C)[C@@H]2C=CC(=O)[C@]21C	i
COc1ccc(-c2cc([C@H]3CN4CC[C@H]3C[C@@H]4CNC(=O)N3CCOCC3)nc(C)n2)cc1OC	i
O=C(NC1CCCCC1)[C@H]1CN2CC[C@H]1C[C@@H]2Cn1cc(C2(O)CCCCC2)nn1	u
CCc1c(-c2ccccc2)nc2ccccc2c1C(=O)N1CCC2(CC1)OCCO2	u
O=C(NC[C@H]1C[C@@H]2CCN1C[C@@H]2CN1CCN(c2ccccc2)CC1)c1ccccc1	i
CCc1ccc2nc(N3CCC(C(=O)N4CCC5(CC4)OCCO5)CC3)sc2c1	i
COc1ccc2[nH]cc(CCN)c2c1	u
CC12CN3CC(C)(CN(C1)C3c1ccncc1)C2=O (stereo unspecified)	i
Fc1ccccc1CN1CCN(Cc2ccc3c(c2)OCO3)CC1	i
CCOC(=O)Cc1csc(NC(=O)c2cccn(Cc3ccc(C(F)(F)F)cc3)c2=O)n1	i
CC(C)c1nccc(CN2CCC3(CC2)C(=O)N(C)c2ccccc23)n1	u
COc1ccccc1-c1cc([C@H]2CN3CC[C@H]2C[C@@H]3CNC(=O)N2CCOCC2)n(C)n1	i
COc1ccc([N+](=O)[O-])cc1O	i
OC1CCCN(Cc2cccnc2)C1 (stereo unspecified)	i
CCCS(=O)(=O)NC[C@H]1C[C@@H]2CCN1C[C@@H]2c1cc(-c2ccccc2)nc(C)n1	i
CCOc1ccccc1CN1CCN(c2ccccc2Cl)CC1	i
O=C1NC(=O)C(c2ccccc2)C(=O)N1	u
CCOc1ccccc1CN1CCN(c2ccc(F)cc2)CC1	u
O=C1c2ccccc2NC(c2ccccc2F)N1c1ccccc1 (stereo unspecified)	u
CCNC(=O)NC[C@H]1C[C@@H]2CCN1C[C@@H]2c1cc(-c2ccco2)nn1C	i
COc1ccc(-c2cn(C[C@H]3CC4CCN3C[C@@H]4C(=O)N3CCN(c4ccccc4OC)CC3)nn2)cc1 (stereo partly specified)	u
CCOC(=O)c1c(C)n(C(C)C)c2ccc(OC)cc12	i
N#Cc1cccc(-c2ccc3n(c2=O)C[C@H]2C[C@@H]3CN(C(=O)c3cccs3)C2)c1	i
COc1ccc(CN2CCN(c3ccc(F)cc3)CC2)cc1C	u
CN1CCN(Cc2cc(Br)cs2)CC1	i
NC(N)=Nc1ccc2[nH]c3c(c2c1)C[C@@]1(O)[C@H]2Cc4ccc(O)c5c4[C@@]1(CCN2CC1CC1)[C@H]3O5	u
O=C(Nc1ccc(Br)cc1C(=O)c1ccccc1)c1cccs1	i
CC(=O)Nc1ccc(S(=O)(=O)N2C[C@@H]3C[C@H](C2)c2c(-c4cccs4)ccc(=O)n2C3)cc1	u

Pulled by structure from the entries so far, 2 records:
compound	ST2 inh
CN1CCN(Cc2cc(Br)cs2)CC1	i
Cn1nc(-c2ccc3ccccc3c2)cc1[C@H]1CN2CC[C@H]1C[C@@H]2CNS(=O)(=O)c1cccs1	u

Later entries:
compound	ST2 inh
COc1ccc(-c2cc([C@H]3CN4CC[C@H]3C[C@@H]4CNC(=O)NCc3ccccc3)n(C)n2)cc1	i
O=C(NC1CCCCCCC1)c1cn(CC2CCCO2)cc(C(=O)N2CCc3ccccc3C2)c1=O (stereo unspecified)	i
Cc1ccccc1-c1ccc2n(c1=O)C[C@H]1C[C@@H]2CN(C(=O)c2ccccc2)C1	i
CCC(CC)c1cc([C@H]2CN3CC[C@H]2C[C@@H]3CNC(=O)Nc2ccc(C(C)=O)cc2)nc(-c2ccncc2)n1	i
c1ccc(C(Cn2cnnc2)N2CCOCC2)nc1 (stereo unspecified)	i
Cc1ccc(NC(=O)N2C[C@@H]3C[C@H](C2)c2c(-c4ccccc4F)ccc(=O)n2C3)cc1	i
CN1CCN(Cc2ccc([N+](=O)[O-])o2)CC1	i
CN1CCN(Cc2ccc([N+](=O)[O-])cc2)CC1	i
CCN(CC)C(=O)c1ccc2c(c1)N(CC(=O)NCc1ccc(C(C)C)cc1)C(=O)C1CCCCN21 (stereo unspecified)	i
Cc1cccc(N=Cc2c(C)nn(-c3ccccc3)c2[Se])c1	i
CC1CCCCN1CC(=O)c1ccc2cc[nH]c2c1 (stereo unspecified)	i
Cc1nc(-c2cccs2)cc([C@H]2CN3CC[C@H]2C[C@@H]3COC(=O)NC2CCCCC2)n1	u

New compounds follow.
Compound | ST2 inh
NC(CP(=O)(O)O)C(=O)O (stereo unspecified) | i
CN1C2CCC1CC(NCCc1ccccc1)C2 (stereo unspecified) | i
C[N+]1(C)C2CCC1CC(OC(=O)c1c[nH]c3ccccc13)C2 (stereo unspecified) | u
COc1ccccc1-c1cc([C@H]2CN3CC[C@H]2C[C@@H]3CNC(=S)Nc2ccccc2)n(C)n1 | i
CC(CC(=O)NCCc1ccccc1)S(=O)O (stereo unspecified) (tested in a mixture with another compound) | i
CCOc1ccccc1N1CCN(Cc2cccc(OC)c2)CC1 | u
COc1cc(NC(=O)NC[C@H]2C[C@@H]3CCN2C[C@@H]3c2cc(-c3ccc(OC)c(OC)c3)nn2C)cc(OC)c1 | i
Cc1cc(C)cc(-n2c(=O)[nH]c3ccccc3c2=O)c1 | i
CC(C)SCC(=O)N1CCC2(CCN(C)C2)CC1 | i
N#Cc1cccc(NC(=O)N2C[C@@H]3C[C@H](C2)c2c(-c4ccccc4)ccc(=O)n2C3)c1 | u

Compounds shown so far that have a Cl atom (10):
Compound | ST2 inh
COc1ccc(N2CCN(Cc3cccc(Cl)c3Cl)CC2)cc1 | 32%*
O=C1C2CCCN2C(c2cccnc2)N1c1ccc(Cl)c(Cl)c1 (stereo unspecified) | u
CN(CCc1ccccn1)C[C@H]1CN2CC[C@H]1C[C@@H]2CNS(=O)(=O)c1ccc(Cl)cc1 | i
O=C(c1ccccc1)c1cc(Cl)ccc1NC(=O)c1cnc2n(c1=O)CCS2 | u
O=C(OC1CCN(CCCl)CC1)C(c1ccccc1)c1ccccc1 | i
Cc1c(Cl)c([N+](=O)[O-])nn1CC(=O)Nc1ccc(Cl)cc1C(=O)c1ccccc1 | u
O=C(c1cc2cc3ccc(Cl)cc3nc2o1)N1CCC2(CC1)OCCO2 | i
CC[C@H]1CN2CC[C@H]1C[C@@H]2CNS(=O)(=O)c1ccc(Cl)cc1 | i
Clc1ccc(N2CC3CCC(C2)N3)nn1 | i
CCOc1ccccc1CN1CCN(c2ccccc2Cl)CC1 | i

Next results:
Compound | ST2 inh
COC(=O)c1cccc(NC(=S)NC[C@H]2C[C@@H]3CCN2C[C@@H]3c2cc(-c3ccc(OC)c(OC)c3)nn2C)c1 | i
O=C([C@H]1CN2CCC1C[C@@H]2Cn1cc(CCO)nn1)N1CCCC1 (stereo partly specified) | i
O=C(NC1CCCCC1)N1C[C@@H]2C[C@H](C1)c1c(-c3cncnc3)ccc(=O)n1C2 | u
Clc1cccc(CN2CCN(Cc3ccccc3)CC2)c1 | i
COc1ccc(-c2cc([C@H]3CN4CC[C@H]3C[C@@H]4CNC(=O)Nc3ccc(F)cc3F)n(C)n2)cc1OC | i
Cc1nc(-c2cccs2)cc([C@H]2CN3CC[C@H]2C[C@@H]3CNC(=O)c2ccc(N(C)C)cc2)n1 | u
COc1cc2c(cc1OC)[C@]1(O)C(=O)c3ccc4c(c3O[C@@H]1CO2)C=CC(C)(C)O4 | u
COc1ccccc1-c1cc([C@H]2CN3CC[C@H]2C[C@@H]3CN)n(C)n1 | i
C=C[C@H]1CN2CC[C@H]1C[C@@H]2CNC(=O)c1ccc(F)c(Cl)c1 | u
COc1ccc(-c2cn(C[C@H]3CC4CCN3C[C@@H]4C(=O)NCCNC(C)=O)nn2)cc1 (stereo partly specified) | u
CCC1(c2ccccc2)C(=O)NC(=O)N(C)C1=O (stereo unspecified) | u
COc1ccc(-c2cc([C@H]3CN4CC[C@H]3C[C@@H]4CNC(=O)C3CC3)nc(C)n2)cc1OC | u
COc1ccccc1NC(=O)N1C[C@@H]2C[C@H](C1)c1c(-c3cccs3)ccc(=O)n1C2 | i
Nc1ncnc2c1ncn2[C@@H]1O[C@H](COP(=O)(O)CP(=O)(O)OP(=O)(O)O)[C@@H](O)[C@H]1O | i
CCC(CC)c1cc([C@H]2CN3CC[C@H]2C[C@@H]3CO)nc(-c2ccncc2)n1 | i
O=C(Nc1nccs1)c1cccn(Cc2ccccc2Cl)c1=O | u
C=C[C@H]1CN2CC[C@H]1C[C@@H]2CNC(=S)Nc1ccc(C#N)cc1 | i
COC(=O)[C@@H](N)CCCN=C(N)N[N+](=O)[O-] | u
CN1CCCN(Cc2c[nH]c3ccccc23)CC1 | u
CCCC[C@@H]1CN(C)CC[C@]1(O)c1ccccc1 | i
COc1ccc(-c2cc([C@H]3CN4CC[C@H]3C[C@@H]4CNC(=S)Nc3ccc(C#N)cc3)n(C)n2)cc1OC | i
c1ccc2c(CN3CCCCCCC3)c[nH]c2c1 | i
CN(Cc1ccccc1)C[C@H]1CN2CC[C@H]1C[C@@H]2CNS(=O)(=O)c1cccs1 | i
Cc1cccc(N2CCN(Cc3ccccc3[N+](=O)[O-])CC2)c1C | u
Cc1ccnc(CC(C)N(C)Cc2cccc3cnccc23)c1 (stereo unspecified) | i
Oc1cccc(CN2CCN(c3ccc(F)cc3)CC2)c1 | i
Cn1nc(C2CCCCC2)cc1[C@H]1CN2CC[C@H]1C[C@@H]2CNC(=O)c1ccc2c(c1)OCO2 | i
Cn1nc(-c2ccco2)cc1[C@H]1CN2CC[C@H]1C[C@@H]2CNC(=S)Nc1ccccc1 | i
OC1CCCCC1N1CCC(c2ccccc2)CC1 (stereo unspecified) | u
Cc1nccc2c1[nH]c1ccccc12 | u
C/C=C(/C)C(=O)O[C@H]1C(C)=C2[C@H]([C@@H]1OC(=O)CCCCCCC)[C@@](C)(OC(C)=O)C[C@H](OC(=O)CCC)[C@@]1(O)[C@H]2OC(=O)[C@@]1(C)O | i
C=C[C@H]1CN2CC[C@H]1C[C@@H]2CNS(=O)(=O)c1cccs1 | u
Cc1ccccc1Cc1c(C)nc2nc(SCC(=O)N3CCC4(CC3)OCCO4)nn2c1C | u
O=C(NC[C@H]1C[C@@H]2CCN1C[C@@H]2CN1CCN(c2ccccn2)CC1)Nc1ccccc1 | i
C#C[C@H]1CN2CC[C@H]1C[C@@H]2CNC(=S)Nc1cccc(C(=O)OC)c1 | i
NC(=O)CN1CCCC1=O | i
Cc1cccc(N2CCN(Cc3ccccc3)CC2)c1C | i
Cc1ccc(N2C(=O)CC(=O)NC2=O)cc1 | i
COc1ccc(-c2cc([C@H]3CN4CC[C@H]3C[C@@H]4CNC(=O)c3ccc(C)cc3)n(C)n2)cc1OC | i
CC1CN(c2ccccc2[N+](=O)[O-])CC(C)N1 (stereo unspecified) | i
COc1ccc(OC)c(CNC(=O)c2cn(CC3CCCO3)nn2)c1 (stereo unspecified) | i
O=C(O)CC[N+](=O)[O-] | u
